Bioassay records: PubChem, National Center for Advancing Translational Sciences (NCATS)
ELG1 genotoxic = qHTS screen for small molecules that induce genotoxicity in human embryonic kidney (HEK293T) cells expressing luciferase-tagged ELG1 | Potency, µM (top dose mostly 46 µM), inactives show at the top dose activity change, positive = activation, hits mostly activators | HEK293T ELG1-luciferase reporter, luminescence, 16 h | 1.3% of 330,000 active; note: potency is the fitted concentration of half-maximal effect; % of control where 0% means no effect; nearly all actives have a fitted effect of over 60% in size
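Reporter readout depends on ELG1 protein level, which increases with genetic stress. After 16 hr compound exposure at 37 °C, luciferase activity was quantified using ONE-Glo.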
Eya2 inh = qHTS Assay for Inhibitors of the Phosphatase Activity of Eya2 | Protein phosphatase EYA2 (Homo sapiens), O00167 | recombinant Eya2, OMFP fluorescence dephosphorylation (OMFP is methylfluorescein phosphate) | Potency, µM (top dose mostly 76.9 µM), inactives show at the top dose activity, negative = inhibition, actives largely listed as inhibitors | 0.006% of 330,000 active; note: potency is the fitted concentration of half-maximal effect; % is set by controls: 0 for no effect and ±100 for the full control effect
Target sequence (O00167 whole entry, looked up): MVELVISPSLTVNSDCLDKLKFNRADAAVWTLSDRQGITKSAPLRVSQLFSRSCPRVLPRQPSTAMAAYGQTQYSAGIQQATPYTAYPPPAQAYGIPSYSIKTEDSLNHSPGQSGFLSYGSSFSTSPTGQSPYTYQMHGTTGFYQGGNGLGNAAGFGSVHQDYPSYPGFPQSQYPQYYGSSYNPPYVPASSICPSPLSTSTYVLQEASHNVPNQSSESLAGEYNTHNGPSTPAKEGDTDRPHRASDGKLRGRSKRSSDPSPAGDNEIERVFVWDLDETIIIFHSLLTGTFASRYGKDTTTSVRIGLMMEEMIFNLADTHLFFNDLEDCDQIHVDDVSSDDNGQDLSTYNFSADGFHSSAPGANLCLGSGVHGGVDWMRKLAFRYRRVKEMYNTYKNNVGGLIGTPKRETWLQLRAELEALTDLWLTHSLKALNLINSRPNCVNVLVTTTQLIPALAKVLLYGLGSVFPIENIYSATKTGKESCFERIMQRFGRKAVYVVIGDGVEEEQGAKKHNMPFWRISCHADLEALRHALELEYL
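Eya2 protein (added as 0.2 uM solution) was preincubated with compound for 10 min at ambient temperature in 50 mM HEPES pH 7.5, 50 mM NaCl, 5 uM MgCl2, 0.05% BSA, 1 mM DTT. OMFP (added at 50 uM) then reacted 10 min; fluorescence read at 485/525 nm.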
USP2a block = qHTS Assay for Inhibitors of Ubiquitin-specific Protease USP2a Using CHOP2 as the Reporter | USP2 core, Ub-CHOP2 coupled fluorogenic reporter, 485/531 | Potency, µM (series often up to 38.3 µM), without a hit: top-dose activity change, negative = inhibition, hits mostly inhibitors | 0.01% of 330,000 active | AID 463254, 2010;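 note: potency is the fitted concentration of half-maximal effect; plate controls were DMSO wells for no effect and full inhibition by NEM control for full effect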
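Deubiquitinase activity read as fluorescence (485/531 nm) after Ub-CHOP2 cleavage activates the enterokinase reporter on its substrate; USP2 core 10nM, Ub-CHOP2 and substrate 25nM each, 30min compound preincubation then 60min RT; data normalized to NEM, curves fitted.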
Integrin act MD = qHTS for Activators of Integrin-Mediated Alleviation for Muscular Dystrophy | alpha7betagal myoblasts, beta-gal FDG fluorescence, 48 h | Potency, µM (top dose mostly 38.3 µM), for inactives: top-dose activation, hits mostly activators | 0.064% of 350,000 active | AID 624291, 2012;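 note: potency is the fitted concentration of half-maximal effect; 100% = response of the positive control SU9516; nearly all actives have a fitted effect of over 60% in size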
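Alpha7betagal+/- myoblasts (passage 13) were plated 16-24 hr, then exposed to compounds (1:260 dilution of DMSO stock) for 48 hours at 37C. After MPER lysis, β-galactosidase reporter activity was read as FDG fluorescence (ex 480/em 540) after 30 minutes.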
BRCA1 expr act = qHTS Assay to Identify Small Molecule Activators of BRCA1 Expression | MCF7-BRCA1-FFLuc reporter, luminescence, 48 h; response scale: scaled: vehicle 0%, 10 µM genistein 100% | Potency, µM (highest dose often 46.1 µM), inactives show top-dose activation, most hits filed as activators | 1.1% of 380,000 active; note: potency is the fitted concentration of half-maximal effect; nearly all actives have a fitted effect of over 80% in size; some results filed as inactive show a strong effect at the top dose
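Luminescence from a BRCA1-driven firefly luciferase in MCF7 cells was read after 48 h compound exposure at 37 C. Data normalized against DMSO and a 10microM genistein activation control, then curve-fitted across the titration.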
B2AR arrestin = qHTS assay of beta-arrestin-biased ligands of beta2-adrenergic receptor; Beta-2 adrenergic receptor (Homo sapiens), P07550; beta-arrestin recruitment to beta2AR, cell-based reporter; Potency, µM (highest dose often 46.1 µM), for the others: top-dose activation, actives largely listed as activators; 0.02% of 330,000 active; AID 492947, 2010;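 note: potency is the fitted concentration of half-maximal effect; 0% = DMSO controls and full agonism = EC100 isoproterenol or metaproterenol; nearly all actives have a fitted effect of over 65% in size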
S-ASM inh = Inhibitors of Secretory Acid Sphingomyelinase (S-ASM): qHTS; Sphingomyelin phosphodiesterase (Homo sapiens), P17405; placental ASM, HMU-PC fluorogenic substrate, 60 min; Potency, µM (top dose mostly 57.5 µM), for inactives: top-dose activity change, negative = inhibition, actives largely listed as inhibitors; 0.006% of 340,000 active; note: potency is the fitted concentration of half-maximal effect
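Steps: dispense placental human ASM, pin compound, wait 10 min at room temperature, add HMU-PC0 substrate at 9 uM final, incubate 60 min at 37 °C, add stop solution raising pH to 10, read fluorescence.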
TRPV1 ag = HTS Assay for Compounds that Act as Agonists of the Vanilloid Receptor 1; Transient receptor potential cation channel subfamily V member 1 (Homo sapiens), Q8NER1; TRPV1-expressing cells, Fluo-8 calcium influx, agonist mode; activation, % at 8.33 µM; 0.19% of 320,000 active; in the data active = activation above about 80%; inconclusive = between about 30% and that limit; note: 0% is about no effect
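Cells expressing TRPV1 were dye-loaded with Fluo-8 and read kinetically: 10 s baseline, 3 min after compound (agonist portion), then 2 min after EC20 capsaicin (allosteric enhancer portion). Calcium-bound dye fluorescence at 480/520 nm.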
uPA surface inh = qHTS for Inhibitors of Cell Surface uPA Generation; cell surface uPA generation assay, qHTS; Potency, µM (doses to about 38.3 µM), inactives show at the highest dose activity change, negative = inhibition, usual class: inhibitors; 0.31% of 330,000 active; active = well fitted inhibition curve with a large enough effect; inconclusive = small, poorly fitted or top-dose-only effect; inactive = no such curve, though single readings can be large or run the other way; tested in mouse RAW 264.7 cells; note: potency is the fitted concentration of half-maximal effect; % is set by controls: 0 for no effect and ±100 for the full control effect; nearly all actives have a fitted effect of over 55% in size
PTAP TSG101 blk = qHTS Assay for Iinhibitors of HIV-1 Budding by Blocking the Interaction of PTAP/TSG101 | Tumor susceptibility gene 101 protein (Homo sapiens), Q99816 | Fluorescence polarization, FITC-PTAP peptide / Tsg101 binding | Potency, µM (series often up to 115 µM), for the others: top-dose activity change, negative = inhibition, actives largely listed as inhibitors | 340,000 tested, under 10 active | AID 493005, 2010; active = well fitted inhibition curve with a large enough effect in the main read-out, with a control signal flat, not every such curve was filed as active; inconclusive = small, poorly fitted or top-dose-only effect, or effect the other way, or a change in a side signal; inactive = no such curve, though single readings can be large or run the other way; note: potency is the fitted concentration of half-maximal effect; % of control where 0% means no effect
Target sequence (Q99816 whole entry, looked up): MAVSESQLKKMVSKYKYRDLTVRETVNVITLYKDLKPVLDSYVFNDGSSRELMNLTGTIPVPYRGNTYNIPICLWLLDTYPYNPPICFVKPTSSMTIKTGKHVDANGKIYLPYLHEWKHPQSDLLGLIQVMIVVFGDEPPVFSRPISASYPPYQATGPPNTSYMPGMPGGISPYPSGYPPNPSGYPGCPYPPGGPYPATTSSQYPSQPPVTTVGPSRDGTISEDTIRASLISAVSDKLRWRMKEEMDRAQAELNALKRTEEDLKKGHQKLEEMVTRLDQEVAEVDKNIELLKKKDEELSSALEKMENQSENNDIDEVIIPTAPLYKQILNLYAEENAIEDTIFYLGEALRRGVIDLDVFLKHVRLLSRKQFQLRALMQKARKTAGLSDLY
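Compounds were pin-transferred onto Tsg101 binding domain (10 uM final) in HEPES pH 7.5 buffer, then FITC-PTAP peptide was added at 50 nM final. After 20 min at RT, polarization reported peptide displacement across a qHTS concentration series.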
p53 reactivator = qHTS assay for re-activators of p53 using a Luc reporter; 0.063% of 320,000 active; H1299 p53-A138V BP100-luciferase reporter, luminescence, 24 h; Potency, µM (top dose mostly 92.2 µM), inactives show at the highest dose activity change, positive = activation, hits mostly activators; note: potency is the fitted concentration of half-maximal effect; % of control where 0% means no effect; nearly all actives have a fitted effect of over 45% in size
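p53-null H1299 cells stably carrying temperature-sensitive p53-A138V and a BP100-luciferase reporter were pinned with compounds (4-point, 1:5 series) and held 24 hrs at 37 deg C. Luminescence was read 10 min after detection reagent.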
Starred values were filed as active, the others as inactive; u = inconclusive; x = no result given; [ ] = remark or other dose. Unless noted, calls come from the whole dose curve; as a rule, active = well fitted curve in the direction sought with a large enough effect; inconclusive = small, poorly fitted or top-dose-only effect, or another doubt; inactive = no such curve, though single readings can be large; an effect the other way counts as inactive or inconclusive.

1	N#CCOc1coc(CN2CCN(c3ccccc3)CC2)cc1=O
2	O=C(Cn1c2c(c(-c3ccccc3)cc1=O)CCCC2)N1CCCCCC1
3	Nc1nnc(SCC(=O)OCc2ccc(F)cc2)s1
4	COc1cc(C(=O)NCC2CCCCC2)ccc1OCc1c(C)noc1C
5	COc1ccccc1OCC(=O)Nc1oc(-c2ccccc2)c(-c2ccccc2)c1C#N
6	O=C(/C=C/c1ccccc1Br)c1ccc2c(c1)OCO2

Assay by compound | 1 | 2 | 3 | 4 | 5 | 6
ELG1 genotoxic | 0% | 1% | -1% | 8% | -11% | 21%
Eya2 inh | -28% | -18% | -8% | 9% | 6% | 7%
USP2a block | 0% | 0% | 9% | 0% | -5% | -10%
Integrin act MD | 25% | -12% | 8% | 13% | -44% | 0%
BRCA1 expr act | 34% | -12% | -20% | -9% | -13% | -1%
B2AR arrestin | -0.5% | -2.1% | -0.2% | 0.3% | -0.3% | -1.0%
S-ASM inh | 5% | 7% | 9% | 2% | 6% | -4%
TRPV1 ag | 1 | 12 | 6 | 24 | 7 | -2
uPA surface inh | -5% | 4% | -4% | 6% | 0% | -5%
PTAP TSG101 blk | 0% | -2% | -4% | 3% | -1% | 0%
p53 reactivator | 24% | 3% | 15% | 0% | -4% | u

7	Cc1ccc(S(=O)(=O)Nc2cncnc2NS(=O)(=O)c2ccc(C)cc2)cc1
8	COCCn1c(SCc2nc3sc(C(=O)OC)c(C)c3c(=O)[nH]2)nc2ccccc21
9	COc1ccc2c(c1)C(SCC(=O)NCCc1ccccc1)CC(C)(C)O2 (stereo not given)
10	O=C1C2C3C=CC(C3)C2C(=O)N1c1ccc(-c2nc3ccccc3c(=O)o2)cc1 (stereo not given)
11	Cc1ccc(N2CCN(CC(O)COc3cccc(C)c3)CC2)cc1 (stereo not given)
12	O=C(c1ccccc1)N1N=C(c2ccccc2O)CC1c1ccc(Br)cc1 (stereo not given)

Assay by compound | 7 | 8 | 9 | 10 | 11 | 12
ELG1 genotoxic | x | 0% | -6% | 1% | -3% | -7%
Eya2 inh | x | 6% | -7% | -8% | 0% | 2%
USP2a block | x | 2% | 4% | -1% | -1% | -1%
Integrin act MD | 20% | -5% | -13% | 5% | 21% | -6%
BRCA1 expr act | -13% | 36% | -28% | -2% | -7% | -6%
B2AR arrestin | x | 3.8% | 3.4% | 0.2% | -0.3% | -0.6%
S-ASM inh | -2% | 0% | 3% | -8% | 0% | -8%
TRPV1 ag | x | 1 | 23 | -2 | -2 | 3
uPA surface inh | 9% | 0% | -14% | 12% | 17% | 8%
PTAP TSG101 blk | -3% | -7% | 0% | -1% | -7% | -3%
p53 reactivator | x | -4% | 2% | 2% | 5% | -7%

13	Cc1ccc(C)c(NC(=S)NCCSc2ccc(Cl)cc2)c1
14	O=[N+]([O-])c1ccc(-c2nnc3n2CCCCC3)cc1
15	O=C(COC(=O)c1ccccc1F)Nc1ccc(S(=O)(=O)N2CCOCC2)cc1
16	COc1ccc(N(CC(=O)NCc2ccco2)S(C)(=O)=O)cc1Cl
17	COc1ccc(Cc2nc3ccccc3n2CC(=O)N/N=C/c2ccc(O)cc2)cc1OC
18	CCOCCc1nnc(NC(=O)c2ccc(OC)c(OC)c2)s1

Assay by compound | 13 | 14 | 15 | 16 | 17 | 18
ELG1 genotoxic | -8% | 1% | 3% | 4% | 1% | 11%
Eya2 inh | -7% | 15% | -15% | -2% | 0% | -4%
USP2a block | -1% | 0% | -1% | -6% | 3% | 0%
Integrin act MD | 19% | u | 15% | 0% | -22% | 21%
BRCA1 expr act | -34% | 4% | -9% | 7% | -8% | -49%
B2AR arrestin | -0.4% | 0.5% | -0.3% | -0.9% | -0.4% | -0.3%
S-ASM inh | 2% | -1% | 1% | 2% | -1% | -1%
TRPV1 ag | 24 | -1 | x | 11 | 2 | -1
uPA surface inh | -5% | 2% | -2% | 0% | 12% | 0%
PTAP TSG101 blk | -3% | -4% | -2% | -2% | 1% | -9%
p53 reactivator | -11% | 7% | -2% | -2% | -12% | u

19	CC(C)c1ccc(N2CC(C(=O)Nc3nccs3)CC2=O)cc1 (stereo not given)
20	COc1cc(-c2nnn(CC(=O)N3CCOCC3)n2)cc(OC)c1OC
21	Cc1ccc(CN(c2ccc(C(=O)N3CCCC3)cc2)S(C)(=O)=O)cc1
22	COc1ccc(N(C(=O)c2snc(C(N)=O)c2N)C(C(=O)NC2CCCC2)c2ccc3ncccc3c2)cc1 (stereo not given)
23	O=C1CC(c2ccc(F)cc2)Sc2ccccc2N1 (stereo not given)
24	CC1CCCCC1NC(=O)CN1C(=O)NC(C)(c2cccc(Br)c2)C1=O (stereo not given)

Assay by compound | 19 | 20 | 21 | 22 | 23 | 24
ELG1 genotoxic | 7% | 0% | -3% | -11% | 8% | -2%
Eya2 inh | 0% | -10% | -2% | 2% | -8% | 19%
USP2a block | 2% | 2% | 0% | -9% | 3% | 1%
Integrin act MD | 12% | 1% | -8% | 29% | -81%[inhibitor] | 11%
BRCA1 expr act | 4% | -2% | -6% | -8% | -26% | 0%
B2AR arrestin | -0.2% | -0.2% | -0.2% | 0.5% | -0.3% | -0.5%
S-ASM inh | 4% | 0% | 0% | x | 1% | -2%
TRPV1 ag | u | -1 | 1 | -1 | 8 | 0
uPA surface inh | x | 2% | -5% | -5% | x | -11%
PTAP TSG101 blk | -2% | -2% | -2% | u | -5% | -5%
p53 reactivator | -13% | u | -6% | -14% | 1% | -15%

25	Cc1csc(NC(=O)CSc2[nH]c(=O)ncc2C)n1
26	O=c1c(Cl)c(NCc2ccco2)cnn1C12CC3CC(CC(C3)C1)C2
27	COCCNC(=O)C(OC(=O)c1ccco1)c1ccccc1Cl (stereo not given)
28	CCOC(=O)c1sc(NC(=O)c2c(CC)noc2C)nc1C
29	Cc1cc(C)cc(NC(=O)C2CCN(c3nc(C)cc(C)n3)CC2)c1
30	COc1ccc(/C=C/C(=O)c2oc3ccc(F)cc3c2C)cc1

Assay by compound | 25 | 26 | 27 | 28 | 29 | 30
ELG1 genotoxic | 22% | -9% | 0% | 3% | 18% | 3%
Eya2 inh | -8% | 2% | 12% | 8% | -3% | -2%
USP2a block | -1% | -4% | 3% | 1% | -1% | 3%
Integrin act MD | -12% | -9% | -17% | -5% | 0% | 8%
BRCA1 expr act | 2% | 7% | -32% | 2% | -2% | -25%
B2AR arrestin | 0.1% | 0.7% | -0.4% | -0.1% | 0.1% | -0.2%
S-ASM inh | 1% | 1% | 4% | 4% | 0% | 40%[activator]
TRPV1 ag | 0 | 1 | 27 | 1 | -1 | -1
uPA surface inh | -7% | -24% | 4% | -24% | 0% | 2%
PTAP TSG101 blk | -1% | -1% | -4% | -11% | -3% | 2%
p53 reactivator | 9% | 10% | x | -4% | -12% | 4%

31	Cc1nc(NN)c2c3c(sc2n1)COC(C)(C)C3
32	CCCCCC(=O)N/N=C/c1ccco1
33	O=C1CSC(c2ccccc2[N+](=O)[O-])N1c1cccc(F)c1 (stereo not given)
34	CCc1cc2c(NCCN3CCCCC3)ncnc2s1
35	COc1ccccc1C1=NOC(C)(c2sc(-c3ccc(Cl)cc3)nc2C)C1 (stereo not given)

Assay by compound | 31 | 32 | 33 | 34 | 35
ELG1 genotoxic | 2% | 1% | 1% | 3% | 9%
Eya2 inh | 7% | -25% | -14% | 15% | -11%
USP2a block | 9% | 2% | -5% | 0% | 0%
Integrin act MD | -21% | -23% | -9% | -34% | 3%
BRCA1 expr act | -15% | 5% | -6% | -3% | u
B2AR arrestin | 0.3% | -0.1% | -0.3% | 0.5% | -0.5%
S-ASM inh | -1% | 0% | -1% | 0% | -4%
TRPV1 ag | 4 | 4 | -1 | -4 | 6
uPA surface inh | 5% | 16% | -3% | -3% | 0%
PTAP TSG101 blk | 1% | -1% | 0% | -4% | 2%
p53 reactivator | -2% | 8% | -5% | 3% | 15%
